# TGFb inhibitor – TGF-b pathway inhibition; HepG2 CAGA-GFP TGF-b/SMAD3 reporter, GFP fluorescence, 18 h; TGF-beta stimulated, 500 pg/mL final; Potency, µM (top dose mostly 46.1 µM), without a hit: at the highest dose activity, negative = inhibition, actives largely listed as inhibitors; 1.2% of 410,000 active; AID 588855; note: potency is the fitted concentration of half-maximal effect; % is set by controls: 0 for no effect and ±100 for the full control effect; nearly all actives have a fitted effect of over 65% in size
#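 Cell-based qHTS in HEPG2 carrying a CAGA-GFP Smad reporter; compounds added before 500 pg/mL final TGF-beta, 18 h incubation at 37 degrees C, GFP fluorescence quantified per cell by imaging cytometry.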
# HepG2 viability – kills HepG2 cells in TGF-b inhibitor counter-screen; HepG2 CAGA-GFP viability, ATP luminescence, 18 h; 0.76% of 410,000 active; Potency, µM (top dose mostly 46.1 µM), for inactives: top-dose activity change, negative = cytotoxicity, most hits filed as cytotoxic; note: potency is the fitted concentration of half-maximal effect; some results filed as inactive show a strong effect at the top dose
#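 CellTiter-Glo luminescence gave cytotoxicity after 18 hours at 37 degrees C. The cells were HepG2 CAGA-GFP in 1% FBS DMEM, stimulated with 500 pg/mL TGF-beta after compound addition. %Activity was normalised to no-cell wells (complete cell-killing) and DMSO (no toxicity), and curves were fitted and classified.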
# A549 tox – counter-screen for Nrf2 inhibitors: cytotoxicity in A549 cells; 0.16% of 390,000 active; AID 504648; Potency, µM (top dose mostly 46 µM), without a hit: at the highest dose activity change, negative = cytotoxicity, most hits filed as inhibitors; A549 ARE-Fluc cells, CellTiter-Fluor viability, 18-24 h; note: potency is the fitted concentration of half-maximal effect; % is set by controls: 0 for no effect and ±100 for the full control effect
#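 Cytotoxicity counterscreen: CellTiter-Fluor fluorescence was measured in A549 ARE_Fluc cells after 18-24 h of compound exposure in a concentration series. The subsequent BugLite luminescent read reports ARE-luciferase activity.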
# Nrf2 inh – blocks Nrf2 signaling | 2.1% of 360,000 active | A549 ARE-Fluc reporter, luciferase luminescence, 18-24 h | Potency, µM (top dose mostly 46 µM), inactives show at the highest dose activity change, negative = inhibition, hits mostly inhibitors | AID 504444; note: potency is the fitted concentration of half-maximal effect; % is set by controls: 0 for no effect and ±100 for the full control effect; nearly all actives have a fitted effect of over 60% in size
#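 Concentration-response testing used A549 ARE_Fluc cells at 5000 cells/well. Following an 18-24 h compound incubation, viability was read by fluorescence (Ex 405/Em 525) and luciferase output by luminescence.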
# ATXN2 expr inh – ATXN2 expression inhibition; Potency, µM (titrated, usually from 57 µM), without a hit: top-dose activity change, negative = inhibition, usual class: inhibitors; 0.72% of 360,000 active; HEK-293 ATXN2-luciferase reporter, luminescence, 24 h; note: potency is the fitted concentration of half-maximal effect; % is set by controls: 0 for no effect and ±100 for the full control effect; nearly all actives have a fitted effect of over 55% in size
#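 qHTS (up to 57 uM final) was run with 24 h compound exposure of reporter cells at 37 °C. Each well was multiplexed: SteadyGlo luminescence measured ATXN2-luciferase expression after a fluorogenic Gly-Phe-AFC viability readout (25 uM final).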
# ATXN viability – reduces viability in counter-screen for ATXN expression inhibitors. S2 cells (HEK-293 line with an ATXN2-luciferase reporter) viability, CellTiter-Fluor protease fluorescence, 24 h. Potency, µM (series often up to 56.7 µM), most hits filed as cytotoxic. 0.49% of 400,000 active; note: potency is the fitted concentration of half-maximal effect; nearly all actives have a fitted effect of over 40% in size
# IL1B secr inh – blocks inflammasome-driven IL-1 beta release; AID 743279; activity change, % at 57.5 µM; THP-1 LPS/ATP IL-1B secretion, AlphaLISA, 16 h; hits give low values; 4.7% of 360,000 active; in the data active = activity change below about -50%; inconclusive = mostly about -30% to -49%; note: % is set by controls: 0 for no effect and ±100 for the full control effect
#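 THP-1 cells pretreated 1 hr with compounds (up to 57.5 uM final), then stimulated with LPS (250 ng/mL final) plus ATP (1.25 mM final); secreted IL-1B measured by AlphaLISA after 16 hr, decreased signal indicating inhibition.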
# MCF10A rerep – induces DNA re-replication in MCF 10a normal breast cells; Potency, µM (titrated, usually from 46.1 µM), for the others: at the highest dose activity, positive = re-replication, most hits filed as activators; AID 624296; 2.9% of 350,000 active; MCF 10A DNA re-replication, Hoechst nuclear intensity, 48 h; note: potency is the fitted concentration of half-maximal effect; % of control where 0% means no effect; nearly all actives have a fitted effect of over 50% in size
# Nrf2 ARE act – activators of Nrf2 (ARE) signaling; AREc32 ARE-luciferase reporter (MCF7-derived line), luminescence, 24 h; Potency, µM (doses to about 46.1 µM), for inactives: at the highest dose activation, actives largely listed as activators; 0.31% of 410,000 active; note: potency is the fitted concentration of half-maximal effect; % of control where 0% means no effect; nearly all actives have a fitted effect of over 65% in size
#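 Reporter line AREc32 (ARE-Fluc), seeded overnight in OPTI-MEM with 5% FBS; compound pin-transferred, 24 hr at 37 deg C, 5% CO2; luminescent read-out.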
# The depositor's hits bear a star; i = inactive; ? = inconclusive; · = no result given; [ ] = dose if it differs, or a comment. Unless noted, calls come from the whole dose curve; as a rule, active = well fitted curve in the direction sought with a large enough effect; inconclusive = small, poorly fitted or top-dose-only effect, or another doubt; inactive = no such curve, though single readings can be large; an effect the other way counts as inactive or inconclusive.
# Each structure is followed by: TGFb inhibitor	HepG2 viability	A549 tox	Nrf2 inh	ATXN2 expr inh	ATXN viability	IL1B secr inh	MCF10A rerep	Nrf2 ARE act
> O=[N+]([O-])c1cc(F)c(N2CCCC2)cc1Br
 : -4%	2%	-19%	?	-9%	i	5	-13%	3.0%
> COCCCn1c(N)c(C(=O)Nc2sc3c(c2C(=O)OC)CCCC3)c2nc3ccccc3nc21
 : -4%	1%	2%	0%	2%	i	-72*	-9%	0.1%
> O=c1[nH]c2ccccc2n1C1CCN(C(c2cccc3ccccc23)c2nnnn2Cc2ccccc2)CC1 (centres undefined)
 : 16µM*	-23%	·	·	?	?	?	·	-0.5%
> O=C(c1ccc(C(F)(F)F)cc1)C1CCCN(C2CCSCC2)C1 (centres undefined)
 : 0%	-6%	-3%	14%	-4%	i	-9	-2%	0.3%
> CC(NC(=O)Cn1c(=O)oc2cc(S(=O)(=O)N3CCCC3)ccc21)c1ccccc1 (centres undefined)
 : ?	5%	5%	-11%	-9%	i	-7	-5%	-0.3%
> O=P1(Oc2ccccc2)CC=C[C@H](COCc2ccccc2)O1 (some centres undefined)
 : ?	-7%	12%	-4%	0%	i	-4	-13%	-0.4%
> COc1cccc(-c2nnc3n(Cc4ccccc4Cl)c(=O)c4ccccc4n23)c1O
 : -21%	-43%	7%	-1%	-32%	?	·	·	2.7%
> O=C(NCC(c1cccnc1)N1CCN(c2ccc(F)cc2)CC1)Oc1ccccc1 (centres undefined)
 : -16%	-24%	-3%	-13%	-8%	i	?	15%	0.2%
> CC1(C(=O)O)CCC2(C)CCC3(C)C(=CC(=O)C4C5(C)CCC(=O)C(C)(C)C5CCC43C)C2C1 (centres undefined)
 : -9%	-50%	·	·	·	i	9	·	-1.6%
> CCC(C)n1c(O)c(C=NCCN2CCOCC2)c(=O)[nH]c1=S (centres undefined)
 : -6%	-1%	-2%	3%	6%	?	34	0%	0.0%
> O=C(c1ccccc1)N1C(=O)C(c2ccccc2)Oc2ccccc21 (centres undefined)
 : ?	7%	-10%	?	17%	?	13	?	3.3%
> Cc1ccccc1CN1Cc2cnnn2-c2ccccc2C1C#N (centres undefined)
 : ?	-85%	0%	10%	?	·	-102*	6.5µM*	-3.3%
> COC(=O)CC(NC(=S)N1CC2C[C@@H](C1)Cn1c2cccc1=O)C(=O)OC (some centres undefined)
 : 0%	-1%	1%	3%	2%	i	10	3%	-0.2%
> Cc1ccc(C(=O)C2CN3CCC2CC3)cc1 (centres undefined)
 : 0%	6%	16%	?	1%	i	10	1%	-0.4%
> CC1=NN(c2ccccc2)C(=O)C1/C=C1\C(=O)NC(=O)N(c2ccc(C)c(C)c2)C1=O (centres undefined)
 : 22%	5%	3%	3%	-23%	i	10	-8%	0.7%
> CC(N)C(=O)NC1C2C(=C(O)CC(O)C2O)C(=O)OC1(C)C(Cl)Cl (centres undefined)
 : ?	-4%	2.1µM*	1.6µM*	1.5µM*	?	-100*	?	-2.0%
> Nc1ccc([N+](=O)[O-])cc1
 : 2%	-2%	-17%	-26%	-26%	?	-7	-14%	0.6%
> Cc1cc(-c2ccc(C)c(S(=O)(=O)N3CCOc4ccc(Cl)cc43)c2)on1
 : -27%	-30%	3%	?	-10%	i	·	·	3.9%
> CCOc1ccc(N(C(C)C(=O)Nc2cc(Cl)ccc2OC)S(C)(=O)=O)cc1 (centres undefined)
 : ?	-14%	-7%	22%	-18%	?	·	·	4.2%
> Cc1ccc(C(=O)Nc2nc3ccccc3n2CCN2CCCC2)cc1
 : 13%	-8%	0%	?	19%	i	-14	14%	9.5%
> COc1cc2c(cc1/C=C/[N+](=O)[O-])OCO2
 : ?	-61%	-13%	-20%	-8%[11.3 µM]	28µM*	-11	?	-2.4%
> NC1=NC(c2cccnc2)n2c(nc3ccccc32)N1 (centres undefined)
 : ?	4%	-9%	6%	-5%	i	18	-1%	-0.4%
> CC1(C)C(=O)CC[C@]2(C)C3C(=O)C=C4[C@H]5C[C@@](C)(C(=O)O)CC[C@]5(C)CC[C@]4(C)[C@]3(C)CC[C@@H]12 (some centres undefined)
 : ?	6%	-6%	12%	5%	i	17	-4%	-0.9%
> O=C(N/N=C/c1c(O)n(C2CC2)c(=S)[nH]c1=O)c1ccccc1
 : 0%	6%	1%	?	23%	i	0	0%	3.9%
> CCc1ccc(-n2c(O)c(/C=N/N3CCCCC3c3cccnc3)c(=O)[nH]c2=O)cc1 (centres undefined)
 : -5%	-12%	3%	?	-3%	i	2	0%	-0.1%
> CN(C)C(=O)Oc1ccc2nnc3ccnn3c2c1
 : ?	-1%	2%	16%	0%	·	12	-18%	4.0%
> COc1ccccc1N1CCN(Cc2ccc(Br)s2)CC1
 : -23%	-27%	1%	1%	-24%	i	?	10%	-0.3%
> CC(=O)N1CCN(c2ccc([N+](=O)[O-])cc2C=C2C(=O)NC(=O)NC2=O)CC1
 : -8%	-14%	?	-8%	5%	i	3	5%	0.2%
> COC(=O)C1=Nc2ccccc2/C1=C\c1c(O)n(-c2cc(OC)ccc2OC)c(=O)[nH]c1=O
 : 2%	9%	1%	1%	5%	i	-26	5%	0.0%
> CCCCOC(=O)c1ccc(NC(=O)c2c(O)[nH]c(=O)[nH]c2=O)cc1
 : 7%	4%	-1%	2%	9%	i	15	-3%	-1.0%
> COc1cccc2c1O[C@H]1C(=O)CC[C@H]3CN(C)CCC231 (some centres undefined)
 : 0%	-1%	-8%	0%	1%	i	·	5%	-0.8%
> Cc1ccc2ccccc2c1NC(=O)CNC1CCCCC1
 : 0%	10%	16%	?	-4%	i	-21	-2%	-0.2%
> COP(=O)(OC)C(NC(C)=O)C(Cl)(Cl)Cl (centres undefined)
 : 40%[activator]	0%	1%	2%	18%	i	-4	-48%[inhibitor]	-0.1%
> Cc1ccc(NC(=S)NCCc2cnc[nH]2)cc1C
 : 10%	0%	1%	-8%	-20%	i	7	-1%	0.2%
> CC(C)CC(NC(=O)CCCNC(=O)CCC(=O)OC1O[C@H]2OC3(C)CC[C@H]4[C@H](C)CCC(C1C)C24OO3)C(=O)O (some centres undefined)
 : -5%	-5%	-8%	?	-12%	i	-5	24%	9.6%
> COc1ccc(OCC(=O)N2CCN(C(C)C)CC2)cc1
 : 5%	-5%	2%	4%	-2%	i	20	-4%	4.3%
> CCN1CCN(C(=O)COc2ccc(S(=O)(=O)N(C)Cc3ccccc3)cc2)CC1
 : 9%	-10%	12%	-8%	3%	i	12	27%	-0.3%
> COc1ccccc1N1CCN(C2CCN(C(=O)c3cc(OC)c(OC)c(OC)c3)CC2)CC1
 : -11%	-2%	-6%	1%	-5%	?	-14	12%	-0.4%
> CN1CCN(c2csc3ccc(F)cc3c2=O)CC1
 : -14%	-5%	1%	·	2%	i	·	·	3.8%
> CN1CCN(c2ccc(N)c(N3CCN(C)CC3)c2)CC1
 : 1%	5%	?	·	-11%	?	-14	7%	2.9%
> CCCC[C@@H](C)C[C@@H](C)C(=O)N(C)[C@@H](CC(C)C)C(=O)N[C@H](C(=O)N(C)[C@H](C(=O)N1C[C@@H](O)C[C@H]1C(=O)N1C(=O)C=C[C@@H]1C)C(C)C)C(C)OC(C)=O (some centres undefined)
 : ?	-113%	?	?	?	·	-113*	?	-2.8%
> Cc1cc(OCC(=O)NC2CCS(=O)(=O)C2)c2c3c(c(=O)oc2c1)CCC3 (centres undefined)
 : -12%	5%	0%	-3%	4%	i	-6	1%	0.0%
> CNC(C)C#Cc1ccc2oc3cc(C)c(C)cc3c(=O)c2c1 (centres undefined)
 : ?	-25%	2%	?	-25%	?	-64*	?	13%
> CC[n+]1c(/C=C/N(C)c2ccccc2)sc2ccc(Cl)cc21
 : ?	-34%	?	?	?	·	-100*	2%	0.1%
> O=C1NC(=O)N(Cc2ccco2)C(=O)/C1=C\c1cccn1CCOc1ccc(Cl)cc1
 : ?	-54%	-4%	-4%	-5%	i	-65*	?	20%
> O=C(CN1CCCCC1)c1ccc(OC(F)F)cc1
 : -11%	-4%	3%	2%	-15%	i	-12	0%	2.1%
> C[C@@H]1CN([C@@H](C)CO)C(=O)CCCn2cc(nn2)CO[C@H]1CN(C)C(=O)Oc1ccc2ccccc2c1
 : -14%	24%	·	·	9%	i	21	·	-0.2%
> Cc1ccc(-c2nc3ccccc3c(=O)n2-n2cccc2)cc1
 : 3%	-23%	-15%	-12%	-5%	?	-8	7%	2.8%
> CSc1ncc(CN2CCCC(C(=O)c3cccc(Cl)c3)C2)cn1 (centres undefined)
 : -21%	-11%	0%	7%	-13%	i	-13	13%	2.8%
> NNc1n[nH]c(=S)n1N
 : ?	-78%	-7%	?	2%	i	20	0%	23%
> Cc1ccsc1C(=O)C1CCCN(Cc2ccc(-n3cccn3)cc2)C1 (centres undefined)
 : ?	-35%	-1%	?	-33%	i	-16	10%	-0.8%
> Nc1ccc(Cl)cc1C(=O)c1ccccc1
 : -27%	-29%	-7%	-5%	0%	i	31	0%	0.8%
> COc1ccc(C(c2nnnn2-c2c(C)cccc2C)N2CCC(n3c(=O)[nH]c4ccccc43)CC2)cc1 (centres undefined)
 : ?	-46%	·	·	?	?	-92*	·	-0.6%
> Cc1c(-c2ccc(Br)cc2)c(=O)oc2ccc(OC(=O)N3CCOCC3)cc12
 : ?	-35%	?	·	·	·	·	·	6.0%
> O=C1C2CCCC1C(N1CCCCC1)CC2 (centres undefined)
 : 10%	-54%	0%	4%	2%	i	-1	4%	-0.3%
> COC(=O)C1=C(c2ccc(Cl)c(C(F)(F)F)c2)C[C@@H]2CC[C@H]1N2C(=O)NCCOc1ccc(OC)cc1
 : ?	-9%	?	?	?	?	-63*	29%	-3.4%
> CC(C)Oc1cccnc1N(C)C1CCN(Cc2ccccc2)CC1
 : -7%	-24%	-2%	2%	-9%	i	12	-3%	0.2%
> CC1(C)C[C@H]2C=C(C=O)[C@]3(C=O)C[C@]3(C)[C@H]2C1
 : ?	10µM*	-3%	?	3.5µM*	7.1µM*	-108*	2.1µM*	9.0%

# Only part of the results is shown; count on the stated rates, not on these rows.
